Screens deposited in PubChem BioAssay by Sanford-Burnham Center for Chemical Genomics.
H9c2 TAG inh = triacylglycerol accumulation inhibition. H9c2 cells, Nile Red lipid (TAG) fluorescence; cells loaded with 200 µM oleic acid. hit rate 0.66% among 230,000. inhibition, % at 12.5 µM;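 active = pattern-corrected inhibition of lipid staining of at least 50% with the nuclear-stain viability signal not falling by more than 50%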;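 also: 0% = DMSO wells and 100% = triacsin C control wells; some results filed as inactive read as strong as hits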
H9c2 TAG inh DAPI viability = further read-out of H9c2 TAG inh, marked with its call; DAPI nuclei signal change (viability), lower = more cytotoxic, %;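 whole-well DAPI fluorescence read on a plate reader as a viability signal; minus 50 percent equals half of cells still viable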
* marks the source's active call; other numbers are inactive results.

SMILES	H9c2 TAG inh	H9c2 TAG inh DAPI viability
CCCOC(=O)CC1C(=O)NCCN1C(=O)OC(C)(C)C (stereo not given)	5.3	-1.0
Cc1ccc(N/C(N)=N/c2nc(CSc3nnc(C)s3)cc(=O)[nH]2)c(C)c1	40.2	-30.8
CCCCCOC(=O)Cn1c(=O)oc2ccccc21	-4.4	-2.9
CCC(C)(C)n1c(=O)[nH]c2c(c1=O)CCC2	-2.0	3.4
CC(C)(C)C(=O)NNC(=O)COc1ccc2ccccc2c1Br	-7.7	8.4
CN(CC(=O)Nc1ccccc1C(F)(F)F)C(=O)COc1ncnc2sccc12	-6.0	11.1
O=C1C(=O)N(CCN2CCOCC2)C(c2ccccn2)/C1=C(/O)c1ccccc1 (stereo not given)	3.7	3.0
CSc1ccccc1NC(=O)c1cc(C(C)C)on1	-14.8	-1.1
CC(C)(C)c1ccc(C(=O)N/C(N)=N/c2nc3ccccc3o2)cc1	29.7	-6.9
COc1ccc(/C=C/C(=O)N(CCC(N)=O)c2ccccc2)cc1S(=O)(=O)N1CCOCC1	-12.1	-0.4
CCCCOc1ccc(C(=O)NNC(=S)NC(=O)CC)cc1	-13.9	-4.5
CN(CCc1ccccc1)C(=O)c1ccc(NC(=O)Cc2ccc(NC(=O)C3CCN(C(=O)C4CCCCC4)CC3)cc2)cc1	-30.5	22.2
Nc1ccc(S(=O)(=O)N2CCCC2C(=O)O)cc1 (stereo not given)	3.9	-3.0
Cc1ccc(Cn2ncc3c(N4CCN(c5ccc(C)cc5)CC4)ncnc32)cc1	4.3	-5.1
CCNc1nc(NCC)n2c(SCC(=O)c3ccccc3Cl)nnc2n1	10.5	-2.2
CC(C)(C)NC(=O)CSc1nnc(-c2ccccn2)n1-c1ccccc1	-0.4	-5.5
CC(C)(C)C1CCC(CN2CCC(CN3C(=O)C(=O)NC[C@@H]3Cc3ccccc3)CC2)CC1 (stereo not given in full)	-1.5	11.8
Cc1ccc(-c2nc3ccccc3c(=O)o2)cc1	-2.0	0.3
Cc1ccc(NC(=O)Cc2nc(CCl)cs2)cc1	14.2	6.7
CC(NC(=O)CN1CCN(Cc2cccc(F)c2)CC1)c1ccccc1 (stereo not given)	-1.8	-4.4
COc1ccc(C(CC(=O)O)NC(=O)c2cc3cc(Br)ccc3oc2=O)cc1OC (stereo not given)	-24.3	10.0
CCOc1ncccc1C(=O)Nc1cccc(S(=O)(=O)NC2=NCCC2)c1	-15.7	-7.9
CCCCCCCCCCNC(=O)C(=O)Nc1ccccn1	-9.8	-5.8
CC1=C(C(=O)Nc2cc(C(=O)N3CCN(c4ccc(Cl)cc4)CC3)ccc2C)SCCO1	6.8	-4.0
O=C(CSc1ncnc2[nH]ncc12)Nc1nc(-c2ccc(F)c(F)c2)cs1	-2.1	4.0
C/C(Cc1ccccc1)=N/NC(=O)CNC(=O)C(c1ccccc1)c1ccccc1	0.0	1.4
Cc1ccc(N2CC(C(=O)OCc3nc(N)nc(Nc4ccccc4C)n3)CC2=O)cc1 (stereo not given)	-7.5	-5.3
CCc1nc2c(OCC(=O)c3ccc(Cl)cc3Cl)cccn2c1N(C)C(=O)c1ccncc1	11.6	-14.0
CCCC(=O)NC(c1ccc(N(C)C)cc1)c1ccc2cccnc2c1O (stereo not given)	74.5	-58.4
CNC(=O)c1[nH]cnc1C(=O)Nc1cccc(OC)c1	-6.7	16.0
COc1ccc(Cl)cc1NC(=S)Nc1ccc(Cl)cn1	-6.9	11.8
CCN(CC)CCNC(=O)c1ccc(NC(=O)c2cccc(S(=O)(=O)N3c4ccccc4CC3C)c2)cc1 (stereo not given)	3.4	7.7
COc1ccc(N)cc1-n1c(C)ccc1C	-0.9	-3.8
Cc1ccc(NS(=O)(=O)c2cn(C)cn2)cc1	-1.4	-3.5
O=C1CCCCCN1C(=O)c1cccc(C(=O)N2CCCCCC2=O)c1	-1.8	5.8
COc1ccccc1NC(=O)NC1(C(=O)N2CCCCCC2)CCCCC1	1.0	1.4
O=C(O)CCC(=O)OCC1CCCO1 (stereo not given)	-5.8	2.5
CSc1ccccc1NC(=O)CN(C)C(=O)Cn1c(=O)oc2ccccc21	5.0	-1.4
Cc1ccc[n+](C2C(c3ccc([N+](=O)[O-])cc3)C(C#N)=C([S-])NC2(O)C2CC2)c1 (stereo not given)	7.0	4.6
COc1ccc(S(=O)(=O)N2Cc3ccccc3CC2C(=O)Nc2nccs2)cc1OC (stereo not given)	11.5	-3.0
Cc1cc(C)c2c(N)c(C(=O)N3CCN(c4ncccn4)CC3)sc2n1	19.1	-1.3
COc1ccc(-c2ccc3ccccc3n2)cc1	-1.5	6.6
Cc1ccc(C)c(N2CCN(C(=S)Nc3ccc4nc(N5CCOCC5)cc(C)c4c3)CC2)c1	14.5	33.4
Cc1cc(C)nc(NS(=O)(=O)c2ccc(Br)s2)c1	-35.2	-1.8
CCC(COC)Oc1cc(NCc2ccccc2)c2ncn(C(C)C)c2c1 (stereo not given)	-21.5	-0.7
Cc1ccc(-c2nn(CCC(=O)NN3CCOCC3)c(=O)c3ccccc23)cc1	13.8	-15.0
Cc1ccc(-c2cc(C(=O)Nc3c(C)n(C)n(-c4ccccc4)c3=O)[nH]n2)c(O)c1C	1.9	2.4
Cc1ccccc1C(=O)NCCCNC(=O)c1ccccc1C	2.6	1.8
Cc1ccc(C(C)C)c(OCCOCCN2CCNCC2)c1	-8.0	3.9
Cc1cccc(S(=O)(=O)NC(=O)C2(C)CCN2C(=O)c2ccccc2CCc2ccccc2)c1 (stereo not given)	2.7	8.1
CC(OC(=O)c1cnccn1)C(=O)c1ccccc1 (stereo not given)	3.3	1.5
CSc1ncc(C(C)=O)c(C)n1	-16.8	-3.3
COc1ccc(/C=C/C(=O)Nc2nc(C)cc(C)n2)cc1OC	-47.7	-0.1
COCCNC(=O)C1(C)CCCN(Cc2cc(-c3ccccc3)nn2C)C1 (stereo not given)	10.2	11.1
CCc1cc(Cn2nc(-c3ccccc3)cc2C(=O)NCc2ccc(C)cc2)on1	12.0	5.7
O=C(NCc1ccco1)/C(=C\c1ccco1)NC(=O)c1ccco1	-11.4	-1.5
O=C(Nc1ccccc1N1CCN(C(=O)c2ccc(Cl)cc2)CC1)c1ccc([N+](=O)[O-])o1	45.4	-47.0
Cc1ccc([N+](=O)[O-])cc1-c1ccc(/C=N/NC(=O)CN2CCOCC2)o1	7.3	-2.0
Cn1nc([N+](=O)[O-])c2c(-c3nc4ccccc4s3)c(N)n(C3CCCCC3)c2c1=O	11.9	-8.7
CC(C)=C1C2CCC1C1C(=O)N(c3ccc4c(c3)OCO4)C(=O)C21 (stereo not given)	-3.1	5.0

Continuation:
SMILES	H9c2 TAG inh	H9c2 TAG inh DAPI viability
COC(=O)CNC(=O)c1ccc(C)s1	-3.5	-7.2
CN(C)c1ccnc2sc(C(=O)c3ccccc3)c(N)c12	8.5	9.6
CC(C)c1cc(NCc2ccccn2)n2c(nc3ccccc32)c1C#N	-26.9	71.3
O=C(COC(=O)CNC(=O)c1ccc(Cl)cc1Cl)NC1CCCCC1	-1.3	-3.4
O=C(CSc1nnc2ccccn12)NNC(=O)c1ccccc1F	7.2	-2.0
CCOC(=O)/C=C1\NC(C)(C)Cc2cc(OC)c(OC)cc21	3.3	-3.4
CCN1CCN(C(=O)CCN2C(=O)COc3ccc(C)cc32)CC1	-7.8	-7.2
COc1ccc(Cl)cc1NC(=O)CN1C(=O)NC(C)(Cc2ccc(OC)c(OC)c2)C1=O (stereo not given)	17.3	-3.5
COc1ccc(CCNC(=O)c2ccc(OCC(=O)N3CCOCC3)c(OC)c2)cc1	-21.7	-5.0
NC(=O)CC(NC(=O)c1ccccc1)c1ccc(NCCN2CCOCC2)c([N+](=O)[O-])c1 (stereo not given)	31.3	-23.6
Nc1ncnc2c1ncn2[C@@H]1O[C@H](CNCC#Cc2ccccc2)[C@@H](O)[C@H]1O	0.4	6.8
CC(C)C[C@@H](CSc1ccc(Br)cc1)N1CCN(CC(C)C)CCC1=O	2.6	5.1
O=C(c1cc(=O)[nH]c2ccccc12)N1CCc2ccccc2C1	11.5	0.3
COC(=O)c1sccc1NC(=S)N1CCN(C)CC1	2.9	-4.9
Clc1ccc(OCc2nnc3n2CCCCC3)c(Cl)c1	3.9	-2.8
CCOc1ccc(NC(=S)Nc2cccnc2)cc1	1.6	6.1
O=C(CNC(=S)N(Cc1ccccc1)Cc1cccnc1)NCCN1CCOCC1	1.7	-1.9
COc1ccc(S(=O)(=O)NNC(=O)c2csc(-n3nc(C)cc3C(F)(F)F)n2)cc1OC	25.2	-17.5
CN(C)c1cccc(CNC(=O)c2csc([C@@H]3C[C@H](O)[C@@H](CO)O3)n2)c1	0.3	-1.3
Cc1cccc(C)c1-n1nnnc1SCC(=O)N1CCNC1=O	17.8	1.4

Record cards, from the list above.
COc1ccc(S(=O)(=O)NNC(=O)c2csc(-n3nc(C)cc3C(F)(F)F)n2)cc1OC reads H9c2 TAG inh = 25.2; H9c2 TAG inh DAPI viability = -17.5
CCOC(=O)/C=C1\NC(C)(C)Cc2cc(OC)c(OC)cc21 reads H9c2 TAG inh = 3.3; H9c2 TAG inh DAPI viability = -3.4

Retrieved by structure from the entries so far:
SMILES	H9c2 TAG inh	H9c2 TAG inh DAPI viability
COc1ccc(C(CC(=O)O)NC(=O)c2cc3cc(Br)ccc3oc2=O)cc1OC (stereo not given)	-24.3	10.0
O=C(Nc1ccccc1N1CCN(C(=O)c2ccc(Cl)cc2)CC1)c1ccc([N+](=O)[O-])o1	45.4	-47.0
Nc1ccc(S(=O)(=O)N2CCCC2C(=O)O)cc1 (stereo not given)	3.9	-3.0

The listing continues:
SMILES	H9c2 TAG inh	H9c2 TAG inh DAPI viability
CCn1c(SCC(=O)NCc2ccccc2)nnc1C(CO)NC(=O)c1ccccc1 (stereo not given)	3.1	-9.6
CN1C(=O)/C(=N/OC(=O)c2ccccc2)c2ccccc21	5.6	2.0
O=c1[nH]sc2ccccc12	8.6	-17.3
Cc1cc(C)n(Cc2ccc(Cl)nc2)n1	-3.5	-8.4
COc1cc(/C=C/C(=O)OCC(=O)NCCc2ccccc2)cc(OC)c1OC	-21.7	14.9
Cc1nn(CCC(=O)O)c2nc(-c3cccnc3)cc(C(F)(F)F)c12	2.5	-1.0
Cc1ccccc1NC(=O)COC(=O)c1cccnc1	-0.7	6.4
O=C(c1ccc(Br)o1)N1CCC(c2nc3ccccc3[nH]2)CC1	2.6	-2.6
O=C(/C=C/c1ccc(F)cc1)Nc1cc(S(=O)(=O)N2CCOCC2)ccc1N1CCOCC1	19.7	3.7
O=C(CN1CCN(S(=O)(=O)c2ccc(Br)s2)CC1)NC1CCCCC1	-34.4	-7.3
Cc1ccc2c(c1)c(C)c(C)n2CC(O)Cn1nc(C)cc1C (stereo not given)	-13.9	16.5
O=C(CCCOc1ccccc1)N1CCN(c2ccccc2)CC1	-3.9	-5.4
Cc1c(NC(=O)CSc2nnc(C(C)N(C)C)n2-c2ccccc2)c(=O)n(-c2ccccc2)n1C (stereo not given)	9.1	-5.3
O=C(O)c1ccc2c3c(cccc13)C(=O)N(OS(=O)(=O)c1ccccc1)C2=O	-8.6	-6.3
O=C(NNC(=S)Nc1ccccc1)c1cccnc1	16.4	0.9
COc1ccc(-c2nnn(CC(=O)c3ccc4c(c3)OCCO4)n2)cc1OC	-2.2	-4.7
O=C(NCc1ccc(F)cc1)c1ccc(CS(=O)(=O)Cc2ccccc2F)o1	-22.6	-1.7
Cc1cc(C2C(C#N)=C(N)OC3=C2C(=O)CCC3)c(C)s1 (stereo not given)	7.8	-6.1
N#Cc1c(NC(=O)Cn2c(=O)oc3ccccc32)oc(-c2ccccc2)c1-c1ccccc1	5.0	3.3
CCO/N=C(/c1nonc1N)N1CCN(c2ccc([N+](=O)[O-])cc2)CC1	-1.4	2.4
OCC[C@@H]1C[C@H](O)[C@@H](O)[C@@]2(OCc3ccccc32)O1	-4.0	4.4
CCN(CC(=O)Nc1c(F)cccc1F)C(=O)c1ccc(COc2ccccc2)cc1	-8.1	6.3
CC(=O)c1c(C)[nH]c(C(=O)OCc2csc(CC(=O)Nc3ccccc3C)n2)c1C	-2.9	5.8
CC(=O)Nc1cc(NC(C)=O)cc(C(=O)NCC2(N3CCOCC3)CCCCC2)c1	9.9	3.4
COC(=O)c1sc(NC(=S)NNC(=O)c2c(Br)c(C)nn2C)c(C(=O)OC)c1C	0.3	-3.0
CCC(C)NC(=O)CSc1nc2ccccc2c(=O)n1CCCN1CCCCC1 (stereo not given)	12.2	-2.9
CC(C)C(N)c1csc(Nc2ccccn2)n1 (stereo not given)	11.5	-7.2
O=C(NN1C(=O)c2ccccc2NC1c1ccoc1)c1ccccc1 (stereo not given)	-12.9	12.6
Cc1ccc(C)c(Oc2coc3cc(OC(=O)c4cccs4)ccc3c2=O)c1	-2.6	2.7
COc1ccccc1NC(=O)Nc1nc(CC(=O)Nc2ccc(F)c(F)c2)cs1	-53.9	-7.7
NC(=O)c1ccc(Oc2cccc3cccnc23)c([N+](=O)[O-])c1	-5.5	-6.3
Cc1ccc2[nH]c(=O)c(CN(Cc3ccco3)C(=O)CN3CCCC(C)C3)cc2c1 (stereo not given)	-1.6	14.9
O=C1[C@H](Oc2ccccc2)[C@@H](c2ccccc2)N1c1ccncc1	3.5	2.4
COc1cccc(CNCc2cccc(OC)c2O)c1O	5.6	1.3
Cc1cccc(NC(=O)CSc2nnc3ccc(-c4cccnc4)nn23)c1	-12.4	12.1

Given field by field: four of the compounds above
COc1ccccc1NC(=O)Nc1nc(CC(=O)Nc2ccc(F)c(F)c2)cs1
  H9c2 TAG inh: -53.9
  H9c2 TAG inh DAPI viability: -7.7

CC(C)C(N)c1csc(Nc2ccccn2)n1 (stereo not given)
  H9c2 TAG inh: 11.5
  H9c2 TAG inh DAPI viability: -7.2

CCN(CC(=O)Nc1c(F)cccc1F)C(=O)c1ccc(COc2ccccc2)cc1
  H9c2 TAG inh: -8.1
  H9c2 TAG inh DAPI viability: 6.3

O=C1[C@H](Oc2ccccc2)[C@@H](c2ccccc2)N1c1ccncc1
  H9c2 TAG inh: 3.5
  H9c2 TAG inh DAPI viability: 2.4

This is a subset, so the mix of outcomes need not match the whole.
